TRPV1 ag: human TRPV1 agonism; AID 540275; 320,000 compounds, 0.19% hits; activation, % at 8.33 µM; TRPV1-expressing cells, Fluo-8 calcium influx, agonist mode; Q8NER1; in the data active = activation above about 80%; inconclusive = between about 30% and that limit; note: 0% is about no effect
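Cells expressing TRPV1 were dye-loaded with Fluo-8 and read kinetically: 10 s baseline, 3 min after compound (agonist portion), then 2 min after EC20 capsaicin (allosteric enhancer portion). Calcium-bound dye fluorescence at 480/520 nm.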
p53 reactivator: restores transcriptional activity of mutant p53. Potency, µM (titrated, usually from 92.2 µM), without a hit: at the highest dose activity change, positive = activation, usual class: activators. AID 504706. H1299 p53-A138V BP100-luciferase reporter, luminescence, 24 h. 320,000 compounds, 0.063% hits; note: potency is the fitted concentration of half-maximal effect; % of control where 0% means no effect; nearly all actives have a fitted effect of over 45% in size
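H1299 (p53-null), stable ts p53-A138V + BP100-Luc; 1000 cells/well, Opti-MEM/10% FBS; cpd 4 pt, 1:5; 24 h, 37 deg C, 5% CO2; detection reagent 10 min RT; luminescence.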
ELG1 genotox: genotoxicity induction in ELG1-luciferase HEK293T cells; HEK293T ELG1-luciferase reporter, luminescence, 16 h; Potency, µM (series often up to 46 µM), inactives show top-dose activity change, positive = activation, hits mostly activators; 330,000 compounds, 1.3% hits; AID 504466; note: potency is the fitted concentration of half-maximal effect; % of control where 0% means no effect; nearly all actives have a fitted effect of over 60% in size
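After overnight (16 hr) compound treatment at 37 °C, ELG1-luciferase HEK293T cells were lysed with ONE-Glo; luminescence quantified 30 min later at room temperature.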
USP2a block: inhibitors of human ubiquitin-specific protease USP2a | USP2 core, Ub-CHOP2 coupled fluorogenic reporter, 485/531 | Potency, µM (titrated, usually from 38.3 µM), for the others: at the top dose activity change, negative = inhibition, actives largely listed as inhibitors | 330,000 compounds, 0.01% hits;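 note: potency is the fitted concentration of half-maximal effect; plate controls were DMSO wells for no effect and full inhibition by NEM control for full effect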
Target sequence (O75604 whole entry, looked up): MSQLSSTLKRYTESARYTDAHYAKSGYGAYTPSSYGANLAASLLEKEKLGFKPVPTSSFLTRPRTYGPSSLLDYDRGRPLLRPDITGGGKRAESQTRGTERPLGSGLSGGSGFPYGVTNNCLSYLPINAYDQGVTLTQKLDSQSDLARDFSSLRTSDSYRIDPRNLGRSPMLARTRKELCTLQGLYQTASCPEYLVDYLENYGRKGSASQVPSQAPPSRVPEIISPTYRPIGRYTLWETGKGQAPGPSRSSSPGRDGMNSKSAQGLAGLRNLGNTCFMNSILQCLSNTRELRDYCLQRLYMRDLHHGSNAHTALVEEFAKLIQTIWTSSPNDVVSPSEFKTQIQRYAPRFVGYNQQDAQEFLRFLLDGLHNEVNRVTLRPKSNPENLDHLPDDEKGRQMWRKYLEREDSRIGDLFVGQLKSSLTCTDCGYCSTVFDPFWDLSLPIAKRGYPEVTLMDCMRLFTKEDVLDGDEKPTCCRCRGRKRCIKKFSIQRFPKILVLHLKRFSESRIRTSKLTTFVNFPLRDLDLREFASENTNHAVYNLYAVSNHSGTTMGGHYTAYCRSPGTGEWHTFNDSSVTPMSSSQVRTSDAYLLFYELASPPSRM
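Deubiquitinase activity read as fluorescence (485/531 nm) after Ub-CHOP2 cleavage activates the enterokinase reporter on its substrate; USP2 core 10nM, Ub-CHOP2 and substrate 25nM each, 30min compound preincubation then 60min RT; data normalized to NEM, curves fitted.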
Integrin act MD: activators of alpha7 integrin expression for muscular dystrophy. Potency, µM (doses to about 38.3 µM), without a hit: at the highest dose activation, hits mostly activators. 350,000 compounds, 0.064% hits. alpha7betagal myoblasts, beta-gal FDG fluorescence, 48 h;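 note: potency is the fitted concentration of half-maximal effect; 100% = response of the positive control SU9516; nearly all actives have a fitted effect of over 60% in size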
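alpha7betagal+/- myoblasts (passage 13, 250/well) treated 48 h at 37C with compounds at 1:260 dilution of DMSO stock. Lysed, then beta-galactosidase activity read as FDG fluorescence (ex 480/em 540) after 30 min, with pre-read for autofluorescence.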
uPA surface inh: blocks generation of uPA at the cell surface. cell surface uPA generation assay, qHTS. Potency, µM (top dose mostly 38.3 µM), without a hit: at the top dose activity change, negative = inhibition, hits mostly inhibitors. 330,000 compounds, 0.31% hits. AID 540303; active = well fitted inhibition curve with a large enough effect; inconclusive = small, poorly fitted or top-dose-only effect; inactive = no such curve, though single readings can be large or run the other way; tested in mouse RAW 264.7 cells; note: potency is the fitted concentration of half-maximal effect; % is set by controls: 0 for no effect and ±100 for the full control effect; nearly all actives have a fitted effect of over 55% in size
BRCA1 expr up: activators of BRCA1 expression. MCF7-BRCA1-FFLuc reporter, luminescence, 48 h; response scale: scaled: vehicle 0%, 10 µM genistein 100%. Potency, µM (top dose mostly 46.1 µM), without a hit: at the highest dose activation, hits mostly activators. 380,000 compounds, 1.1% hits. AID 624202; note: potency is the fitted concentration of half-maximal effect; nearly all actives have a fitted effect of over 80% in size; some results filed as inactive show a strong effect at the top dose
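Reporter cells (MCF7, BRCA1 promoter-firefly luciferase) received library compounds across a concentration series for 48 h. End-point luminescence was measured and concentration-effect curves derived after normalization.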
S-ASM inh: blocks human secretory acid sphingomyelinase; placental ASM, HMU-PC fluorogenic substrate, 60 min; 340,000 compounds, 0.006% hits; P17405; Potency, µM (titrated, usually from 57.5 µM), inactives show top-dose activity change, negative = inhibition, most hits filed as inhibitors; AID 504937; note: potency is the fitted concentration of half-maximal effect
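HMU-PC0 cleavage (9 uM final) by human placental ASM, 60 min at 37 °C following 10 min compound exposure at RT; stopped at pH 10, fluorescence Ex 386/Em 447 nm.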
B2AR arrestin: recruits beta-arrestin to the human beta2-adrenergic receptor; P07550; beta-arrestin recruitment to beta2AR, cell-based reporter; Potency, µM (series often up to 46.1 µM), inactives show at the highest dose activation, most hits filed as activators; 330,000 compounds, 0.02% hits; AID 492947;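 note: potency is the fitted concentration of half-maximal effect; 0% = DMSO controls and full agonism = EC100 isoproterenol or metaproterenol; nearly all actives have a fitted effect of over 65% in size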
TSG101-PTAP inh: blocks PTAP/TSG101 interaction to inhibit HIV-1 budding. Q99816. Fluorescence polarization, FITC-PTAP peptide / Tsg101 binding. Potency, µM (top dose mostly 115 µM), for the others: at the top dose activity change, negative = inhibition, most hits filed as inhibitors. 340,000 tested, under 10 active; active = well fitted inhibition curve with a large enough effect in the main read-out, with a control signal flat, not every such curve was filed as active; inconclusive = small, poorly fitted or top-dose-only effect, or effect the other way, or a change in a side signal; inactive = no such curve, though single readings can be large or run the other way; note: potency is the fitted concentration of half-maximal effect; % of control where 0% means no effect
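Compounds were pin-transferred onto Tsg101 binding domain (10 uM final) in HEPES pH 7.5 buffer, then FITC-PTAP peptide was added at 50 nM final. After 20 min at RT, polarization reported peptide displacement across a qHTS concentration series.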
Eya2 phos inh: Eya2 (human) phosphatase inhibition; Potency, µM (top dose mostly 76.9 µM), inactives show at the highest dose activity, negative = inhibition, hits mostly inhibitors; 330,000 compounds, 0.006% hits; AID 488837; recombinant Eya2, OMFP fluorescence dephosphorylation (OMFP is methylfluorescein phosphate); note: potency is the fitted concentration of half-maximal effect; % is set by controls: 0 for no effect and ±100 for the full control effect
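Eya2 (0.2 uM) preincubated 10 min at ambient with compound, then OMFP substrate added at 50 uM; 10 min reaction in 50 mM HEPES pH 7.5, 50 mM NaCl, 5 uM MgCl2, 0.05% BSA, 1 mM DTT. Fluorescence read at Ex 485/Em 525 nm.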
Starred values were filed as active, the others as inactive; ? = inconclusive; nt = not tested or not shown. Unless noted, calls come from the whole dose curve; as a rule, active = well fitted curve in the direction sought with a large enough effect; inconclusive = small, poorly fitted or top-dose-only effect, or another doubt; inactive = no such curve, though single readings can be large; an effect the other way counts as inactive or inconclusive.

Abbreviations: A = TRPV1 ag; B = p53 reactivator; C = ELG1 genotox; D = USP2a block; E = Integrin act MD; F = uPA surface inh; G = BRCA1 expr up; H = S-ASM inh; I = B2AR arrestin; J = TSG101-PTAP inh; K = Eya2 phos inh
CCOc1ccc(NS(=O)(=O)c2ccc3c(c2)n(C)c(=O)n3C)cc1
  A: -2; B: -5%; C: 3%; D: 8%; E: 16%; F: -9%; G: -11%; H: -4%; I: 0.5%; J: -5%; K: 3%
CC1CCCC(O)(C(C(=O)O)c2ccccc2)C1 (stereo not given)
  A: nt; B: nt; C: nt; D: nt; E: 5%; F: -2%; G: 0%; H: 3%; I: nt; J: -6%; K: nt
CN(C(=O)COC(=O)CCCN1C(=O)c2cccc3cccc(c23)C1=O)C1CCS(=O)(=O)C1 (stereo not given)
  A: 6; B: -4%; C: 6%; D: 4%; E: 23%; F: 0%; G: 2%; H: 8%; I: 3.7%; J: -6%; K: -13%
Cc1cnc(NC(=O)C2CCC(C(C)(C)C)CC2)s1 (stereo not given)
  A: 30; B: 19%; C: 12%; D: 1%; E: 4%; F: 3%; G: ?; H: -6%; I: 0.0%; J: 1%; K: 3%
CC(C)Oc1ccc(C(=O)NCCCNC(=O)c2ccccn2)cc1
  A: 1; B: 5%; C: 2%; D: 0%; E: -16%; F: 1%; G: -32%; H: 3%; I: -0.3%; J: -1%; K: 12%
C1CCN(Cc2nnnn2CC2CCCO2)CC1 (stereo not given)
  A: -7; B: 1%; C: 1%; D: 12%; E: 12%; F: 3%; G: -16%; H: 1%; I: 0.0%; J: -2%; K: -11%
COc1cc(NC(=O)COc2ccc(Cl)cc2)ccc1NC(=O)C(C)C
  A: 3; B: 0%; C: -4%; D: 0%; E: 6%; F: -1%; G: 2%; H: -1%; I: -0.5%; J: -5%; K: -7%
CCCc1nnc2c(N(C)S(=O)(=O)c3ccc(C)cc3)nc3ccccc3n12
  A: 7; B: -3%; C: -2%; D: 4%; E: 7%; F: -8%; G: -33%; H: 5%; I: -0.3%; J: 4%; K: 2%
Cc1nnc(SCC(=O)N2CCOCC2)c2ccccc12
  A: 0; B: ?; C: -1%; D: 1%; E: 0%; F: -4%; G: -8%; H: 4%; I: -0.3%; J: -2%; K: -2%
Cc1cccc(CNC(=O)C2CCC(=O)N(CCc3cccc(F)c3)C2)n1 (stereo not given)
  A: 3; B: 27%; C: 3%; D: 1%; E: -13%; F: 1%; G: -24%; H: 1%; I: -0.2%; J: -6%; K: 0%
Cc1nc2ccc(NC(=O)NCCCO)cc2s1
  A: 1; B: ?; C: 14%; D: 0%; E: 0%; F: -4%; G: 87%; H: 15%; I: 0.0%; J: -2%; K: -6%
COC(=O)c1ccc(NC(=O)CN2CCN(CCO)CC2)cc1
  A: 1; B: nt; C: 2%; D: 1%; E: -1%; F: 0%; G: -5%; H: 1%; I: -0.7%; J: -1%; K: 4%
O=C(NN1C(=O)NC2(CCCCC2)C1=O)c1ccc(-c2ccc([N+](=O)[O-])cc2)o1
  A: 2; B: -8%; C: -19%; D: 1%; E: 23%; F: -19%; G: 2%; H: -4%; I: -1.1%; J: -1%; K: -12%
CC(=O)c1cccc(NC(=O)C(OC(=O)c2cccs2)c2ccccc2)c1 (stereo not given)
  A: 19; B: 2%; C: 8%; D: 4%; E: 22%; F: 0%; G: -20%; H: -10%; I: -1.2%; J: 2%; K: 10%
CCc1cc(C(=O)Nc2cc(S(=O)(=O)N(CC)CC)ccc2N2CCN(C)CC2)sc1C
  A: 3; B: -5%; C: 3%; D: 0%; E: -35%; F: -3%; G: -16%; H: -4%; I: -0.2%; J: -3%; K: 6%
O=S(=O)(c1ccc(=S)[nH]c1)N1CCCCC1
  A: -4; B: 1%; C: 0%; D: 1%; E: -2%; F: -19%; G: -2%; H: -1%; I: 0.0%; J: -7%; K: -3%
Cc1nc(C)c(C(=O)NNS(=O)(=O)c2ccccc2)s1
  A: 2; B: 4%; C: -1%; D: -1%; E: 6%; F: -4%; G: 2%; H: 2%; I: 1.7%; J: -3%; K: 7%

Already shown: entries from further up.
Abbreviations: A = TRPV1 ag; B = p53 reactivator; C = ELG1 genotox; D = USP2a block; E = Integrin act MD; F = uPA surface inh; G = BRCA1 expr up; H = S-ASM inh; I = B2AR arrestin; J = TSG101-PTAP inh; K = Eya2 phos inh
Cc1cccc(CNC(=O)C2CCC(=O)N(CCc3cccc(F)c3)C2)n1 (stereo not given)
  A: 3; B: 27%; C: 3%; D: 1%; E: -13%; F: 1%; G: -24%; H: 1%; I: -0.2%; J: -6%; K: 0%
Cc1nc2ccc(NC(=O)NCCCO)cc2s1
  A: 1; B: ?; C: 14%; D: 0%; E: 0%; F: -4%; G: 87%; H: 15%; I: 0.0%; J: -2%; K: -6%
COC(=O)c1ccc(NC(=O)CN2CCN(CCO)CC2)cc1
  A: 1; B: nt; C: 2%; D: 1%; E: -1%; F: 0%; G: -5%; H: 1%; I: -0.7%; J: -1%; K: 4%
O=C(NN1C(=O)NC2(CCCCC2)C1=O)c1ccc(-c2ccc([N+](=O)[O-])cc2)o1
  A: 2; B: -8%; C: -19%; D: 1%; E: 23%; F: -19%; G: 2%; H: -4%; I: -1.1%; J: -1%; K: -12%
CC(=O)c1cccc(NC(=O)C(OC(=O)c2cccs2)c2ccccc2)c1 (stereo not given)
  A: 19; B: 2%; C: 8%; D: 4%; E: 22%; F: 0%; G: -20%; H: -10%; I: -1.2%; J: 2%; K: 10%
CCc1cc(C(=O)Nc2cc(S(=O)(=O)N(CC)CC)ccc2N2CCN(C)CC2)sc1C
  A: 3; B: -5%; C: 3%; D: 0%; E: -35%; F: -3%; G: -16%; H: -4%; I: -0.2%; J: -3%; K: 6%
O=S(=O)(c1ccc(=S)[nH]c1)N1CCCCC1
  A: -4; B: 1%; C: 0%; D: 1%; E: -2%; F: -19%; G: -2%; H: -1%; I: 0.0%; J: -7%; K: -3%
Cc1nc(C)c(C(=O)NNS(=O)(=O)c2ccccc2)s1
  A: 2; B: 4%; C: -1%; D: -1%; E: 6%; F: -4%; G: 2%; H: 2%; I: 1.7%; J: -3%; K: 7%

Outcome played no part in choosing rows; 2.6% or so of the library scored in one or more.
